From PubChem
DT40 TDP1 CPT = growth inhibition of DT40 Tdp1-/-;hTDP1 cells with camptothecin (screen for TDP1 inhibitors). chicken DT40 Tdp1-/-;hTDP1 cells + 20 nM CPT, ATP luminescence, 48 h. Potency, µM (highest dose often 46.2 µM), inactives show at the highest dose activity change, negative = growth inhibition, most hits filed as inhibitors. actives 12% (n = 420,000); note: nearly all actives have a fitted effect of over 55% in size
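Chicken DT40 Tdp1-/- cells complemented with human TDP1, 400 cells/well, exposed to compounds plus 20 nM camptothecin for at least 48 h at 37 C; viability read as ATP content by CellTiter-Glo luminescence.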
TDP1 cell noCPT = qHTS for Inhibitors of human tyrosyl-DNA phosphodiesterase 1 (TDP1): qHTS in cells in absence of CPT; DT40 Tdp1-/- hTDP1 cells, no CPT, ATP luminescence, 48 h; Potency, µM (series often up to 46.2 µM), for the others: at the top dose activity change, negative = growth inhibition, hits mostly inhibitors; actives 15% (n = 420,000); AID 686978, 2013; note: nearly all actives have a fitted effect of over 55% in size
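Growth of hTDP1-complemented DT40 Tdp1-knockout cells is measured by ATP luminescence after at least 48 hr compound exposure at 37 °C, with DMSO substituting for the 20 nM CPT used in the parallel screen.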
TDP1 inh = inhibitors of human tyrosyl-DNA phosphodiesterase TDP1; Q9NUW8; recombinant TDP1, AlphaScreen DNA substrate cleavage; Potency, µM (titrated, usually from 130 µM), inactives show at the top dose activity change, negative = inhibition, actives largely listed as inhibitors; actives 0.28% (n = 350,000); AID 485290; note: nearly all actives have a fitted effect of over 40% in size
Target sequence (Q9NUW8 whole entry, looked up): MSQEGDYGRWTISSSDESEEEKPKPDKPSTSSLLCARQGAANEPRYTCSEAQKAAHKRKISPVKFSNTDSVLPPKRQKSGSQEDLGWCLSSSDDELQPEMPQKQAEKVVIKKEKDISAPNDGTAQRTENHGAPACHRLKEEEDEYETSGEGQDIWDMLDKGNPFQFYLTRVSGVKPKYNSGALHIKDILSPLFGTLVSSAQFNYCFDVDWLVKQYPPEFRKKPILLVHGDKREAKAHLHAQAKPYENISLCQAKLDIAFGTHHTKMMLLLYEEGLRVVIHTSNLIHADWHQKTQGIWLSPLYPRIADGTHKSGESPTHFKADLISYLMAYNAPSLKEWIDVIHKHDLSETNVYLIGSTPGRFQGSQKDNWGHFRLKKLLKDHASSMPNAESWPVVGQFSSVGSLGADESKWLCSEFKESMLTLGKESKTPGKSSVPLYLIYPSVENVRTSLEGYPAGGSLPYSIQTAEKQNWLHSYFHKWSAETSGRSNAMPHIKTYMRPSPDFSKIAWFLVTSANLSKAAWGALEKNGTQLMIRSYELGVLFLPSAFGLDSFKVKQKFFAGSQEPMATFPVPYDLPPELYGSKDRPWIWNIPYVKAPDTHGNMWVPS
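Tdp1 1 nM final; 15 min RT w/ cpd; substrate 15 nM, 5 min; beads 10 ug/ml, 10 min; AlphaScreen read. Neg ctrl: no enzyme.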
* hit, by the source's call; ? = inconclusive; · = no result given; & = joins results of further samples; [ ] = another dose, or the depositor's remark. Calls come from the whole dose curve; as a rule, active = well fitted curve in the direction sought with a large enough effect; inconclusive = small, poorly fitted or top-dose-only effect, or another doubt; inactive = no such curve, though single readings can be large; an effect the other way counts as inactive or inconclusive. % is set by controls: 0 for no effect and ±100 for the full control effect; potency is the fitted concentration of half-maximal effect.

compound,DT40 TDP1 CPT,TDP1 cell noCPT,TDP1 inh
Cc1c(CC(=O)N2C[C@H]3C[C@@H](C2)c2cccc(=O)n2C3)c(=O)oc2c(C)c(O)ccc12,-4%,-28%,·
Cc1ccc(-n2c(O)c(C=Nc3ccc(S(N)(=O)=O)cc3)c(=O)[nH]c2=O)cc1,-8%,3%,-2%
CN(C)C1(CNC(=O)c2ccc(NS(=O)(=O)c3ccc(Cl)c(Cl)c3)cc2)CCCCC1,?,?,4%
COCc1cc(C)c(C#N)c(=S)[nH]1,1.2µM*,0.82µM*,3%
CN(C)C(Cc1ccccc1)C(=O)c1ccc(-c2ccccc2)cc1 (stereo unspecified),?,?,4%
C=CCn1c(O)c(C(CC)=Nc2cccc(C(=O)O)c2)c(=O)[nH]c1=O,-1%,-9%,·
Nc1cc(Cl)c2nonc2c1[N+](=O)[O-],0.73µM*,0.65µM*,-8%
Cn1c(O)c(C(=N)COc2cccc(Cl)c2)c(=O)n(C)c1=O,-2%,-1%,0%
COC(=O)C1=C(c2cccc(OCc3ccccc3)c2)C[C@@H]2CC[C@H]1N2C(=O)NCCOc1ccccc1Cl,?,23µM*,0%
CCN(CC)C(=O)Oc1ccc(NC(=O)N2CCOCC2)cc1,-13%,-9%,·
CCCCCn1c(=O)c(C(=O)NC(C)c2ccccc2)c(O)c2ccccc21 (stereo unspecified),?,21µM*,·
CO/C=C(/C(=O)OC)c1ccccc1Oc1cc(Oc2ccccc2C#N)ncn1,0.24µM*,0.22µM*,·
COC(=O)C1=C(c2ccc(F)cc2F)C[C@@H]2CC[C@H]1N2C(=O)NCc1ccco1,-8%,?,3%
O=C(COc1ccccc1Cl)N1CCCC(N2CCN(c3ccc(F)cc3)CC2)C1 (stereo unspecified),?,?,6%
CC(=O)O[C@H]1C[C@H](O[C@H]2[C@@H](O)C[C@H](O[C@H]3[C@@H](O)C[C@H](OC4CC[C@@]5(C)[C@H](CC[C@@H]6[C@@H]5CC[C@]5(C)[C@@H](C7=CC(=O)OC7)CC[C@]65O)C4)O[C@@H]3C)O[C@@H]2C)O[C@H](C)[C@H]1O[C@@H]1O[C@H](CO)[C@@H](O)[C@H](O)[C@H]1O (stereo partly specified),0.34µM*,0.3µM*,·
Cc1cccc(CCNCc2cc3ccc(C)cc3[nH]c2=O)c1,23µM*,?,4%
C=C(C)CN1CC[C@@]23c4c5ccc(O)c4O[C@H]2c2[nH]c4ccccc4c2C[C@]3(O)[C@@H]1C5,-105%,27µM*,14%
COC(=O)C1=C(c2ccc(F)cc2OCc2ccccc2)C[C@@H]2CC[C@H]1N2C(=O)NCCCOC(C)C,?,?,0%
COc1ccc(OC)c(C2C(C#N)=C(N)Oc3c2c(C)nn3-c2ccc(C)cc2)c1 (stereo unspecified),-40%,?,8%
CS(=O)(=O)N1CCC2(CC1)CN(Cc1ccncc1)C2,2%,6%,·
CC1C(=O)OC2C1CC[C@@]1(C)C=CC(=O)[C@@]3(C)O[C@@]213 (stereo partly specified),?,?,11%[56.1 µM]
CC(=NCC1CCCO1)c1c(O)n(-c2ccccc2C)c(=O)[nH]c1=O (stereo unspecified),-3%,-17%,5%
CCCOC(=O)c1ccc(-[n+]2c(-c3ccccc3)cc(-c3ccccc3)cc2-c2ccccc2)cc1,1.2µM*,1.2µM*,7%
Cc1cc(O)c2c(c1)OC(C)(C)C1=C2CC(C)CC1 (stereo unspecified),?,-18%,·
C=CCc1c(C)nc(C)nc1N/N=C/c1ccc(N(C)C)cc1,4.6µM*,21µM*,6%
Cn1c(O)c(/C=N/N2CCCCC2)c(=O)[nH]c1=O,5%,-4%,0%
CCOC(=O)c1c(/N=C/C2C(=O)NC(=O)NC2=O)sc2c1CCC2,11%,6%,2%
Cc1ccc(Cn2c(NCCCn3ccnc3)nc3c2c(=O)n(C)c(=O)n3C)cc1,?,?,5%
O=C1NS(=O)c2cc([N+](=O)[O-])cc([N+](=O)[O-])c21 (stereo unspecified),-28%,?,1%
Cc1cccc(-n2c(-c3ccc([N+](=O)[O-])cc3)nc3ccccc3c2=O)c1,?,8.2µM*,-3%
Cc1cc(C)c(S(=O)(=O)NCC2CCC(C(=O)N3CCC4(CC3)OCCO4)CC2)c(C)c1 (stereo unspecified),-15%,-28%,4%
CNP1(NC)=Nc2nn(-c3ccccc3)c(N)c2C(c2ccccc2)=N1,-14%,-8%,2%
CCC(OC(C)=O)C(CC(C)NC)(c1ccccc1)c1ccccc1 (stereo unspecified),22µM*,25µM*,·
CN1c2cc(O)c(N=NC(N)=O)cc2CC1S(=O)(=O)O (stereo unspecified),0%,?,·
Cc1ccccc1N1CCN(C2CCCN(C(=O)Cc3c(C)noc3C)C2)CC1 (stereo unspecified),-6%,-5%,0%
CCOC(=O)C1SC2(C(F)(F)C(F)F)CC1(O)c1c(c(OC)c3occc3c1OC)O2 (stereo unspecified),?,?,-6%
O=c1[nH]c(=O)n(CCC2=CCCCC2)c(O)c1/C=N/Nc1cccc2ccccc12,?,?,·
Cc1ccc(P(=O)(O)c2ccc(C)cc2)cc1,?,?,5%
Cc1ccccc1C(=O)Nc1sc2c(c1C(=O)O)CCC(C(C)(C)C)C2 (stereo unspecified),10µM*,4.6µM*,·
CCn1cc2nc(SCc3cc(C)ccc3C)n(Cc3ccc(OC)cc3)c(=O)c2n1,10µM*,7.3µM*,-3%

Some of the entries so far, with each value named.
SMILES: Cc1ccccc1C(=O)Nc1sc2c(c1C(=O)O)CCC(C(C)(C)C)C2 (stereo unspecified)
  DT40 TDP1 CPT: 10µM*; TDP1 cell noCPT: 4.6µM*; TDP1 inh: ·
SMILES: CCC(OC(C)=O)C(CC(C)NC)(c1ccccc1)c1ccccc1 (stereo unspecified)
  DT40 TDP1 CPT: 22µM*; TDP1 cell noCPT: 25µM*; TDP1 inh: ·
SMILES: Cc1cc(C)c(S(=O)(=O)NCC2CCC(C(=O)N3CCC4(CC3)OCCO4)CC2)c(C)c1 (stereo unspecified)
  DT40 TDP1 CPT: -15%; TDP1 cell noCPT: -28%; TDP1 inh: 4%

Additional entries follow:
Every second line gives: DT40 TDP1 CPT	TDP1 cell noCPT	TDP1 inh
> C=C[C@@H]1C2=CCOC(=O)C2=CO[C@H]1O[C@@H]1O[C@H](CO)[C@@H](O)[C@H](O)[C@H]1O
→ 12%	6%	0%
> O=C(Cc1ccccc1)Oc1ccc(N2C(=O)C3CCCCC3C2=O)cc1 (stereo unspecified)
→ 8%	5%	3%
> Cn1c(=O)n(C)c2cc(CNCCc3ccccc3F)ccc21
→ ?	?	-2%
> CC(C(=O)Nc1ccc(Br)cc1C(=O)c1ccccc1)N1CCCCC1 (stereo unspecified)
→ -30%	?	5%
> COC(=O)C1=C(c2ccc(F)cc2OCc2ccccc2)C[C@@H]2CC[C@H]1N2C(=O)N1CCC(O)(c2ccc(Cl)cc2)CC1
→ ?	23µM*	2%
> COc1ccc(NC(=O)N2CC3(CCN(C(=O)Oc4ccccc4)CC3)C2)cc1
→ -7%	-30%	·
> Clc1cccc(N2Cc3cc(-c4ccccc4)ccc3-n3nncc3C2)c1
→ 2.6µM*	3.7µM*	·
> Oc1ccccc1-[n+]1c(-c2ccccc2)cc(-c2ccccc2)c(O)c1-c1ccccc1
→ ?	?	-4%
> CN1CC[C@@]2(C)c3cc(O)ccc3N(C)[C@@H]12
→ 5.8µM*	7.3µM*	6%
> Cc1ccc(/C=C2/C(=O)NC(=O)N(CC3CCCO3)C2=O)s1 (stereo unspecified)
→ -27%	?	-12%
> COc1cccc(N2C(=O)/C(=C/c3ccc(C)o3)C(=O)NC2=S)c1
→ 15µM*	15µM*	·
> COc1ccc2ccccc2c1CNCCc1ccccc1
→ 23µM*	?	·
> NC(=NCCCC(N)C(=O)O)N[N+](=O)[O-] (stereo unspecified)
→ -19%	-4%	3%[56.1 µM]
> CN1C[C@@H](CO)C=C2c3cccc4[nH]cc(c34)CC21 (stereo partly specified)
→ 10%	-24%	10%&-4%
> NCCCP(=O)(O)CC1CCCCC1
→ 12%&-3%	-1%&-7%	-4%
> FC(F)(F)c1cccc(NC2=NCCCS2)c1
→ -9%	-27%	·
> COC(=O)C1=C(c2cccc(OC)c2OC)C[C@@H]2CC[C@H]1N2C(=O)NCc1ccc(C(F)(F)F)cc1
→ -3%	?	·
> Cc1c(N=Cc2c(O)n(Cc3ccc(F)cc3)c(=O)[nH]c2=O)c(=O)n(-c2ccccc2)n1C
→ -8%	4%	-2%
> O=C1CN=C(c2ccccc2)c2cc(Br)ccc2N1Cc1cc(=O)n2ccccc2n1
→ ?	?	2%
> Cc1[nH]nc2c1C1(CCC(c3ccccc3)CC1)C(C#N)=C(N)O2 (stereo unspecified)
→ ?	-28%	2%

Looked up above.
Cc1ccc(Cn2c(NCCCn3ccnc3)nc3c2c(=O)n(C)c(=O)n3C)cc1 in TDP1 inh: 5%
CCOC(=O)C1SC2(C(F)(F)C(F)F)CC1(O)c1c(c(OC)c3occc3c1OC)O2 (stereo unspecified) in TDP1 inh: -6%
Cc1ccccc1N1CCN(C2CCCN(C(=O)Cc3c(C)noc3C)C2)CC1 (stereo unspecified) in TDP1 inh: 0%
Cc1c(CC(=O)N2C[C@H]3C[C@@H](C2)c2cccc(=O)n2C3)c(=O)oc2c(C)c(O)ccc12 in DT40 TDP1 CPT: -4%
Cc1ccc(P(=O)(O)c2ccc(C)cc2)cc1 in TDP1 inh: 5%
Cc1ccc(/C=C2/C(=O)NC(=O)N(CC3CCCO3)C2=O)s1 (stereo unspecified) in TDP1 inh: -12%

Next section:
Every second line gives: DT40 TDP1 CPT	TDP1 cell noCPT	TDP1 inh
> CC1CCc2cc(F)cc3c(=O)c(C(=O)O)cn1c23 (stereo unspecified)
→ -8%&-4%	?	7%
> C[C@@]12N[C@@H](Cc3ccccc31)c1ccccc12
→ 9%&3%	15%&22%	·
> Cn1c(=O)cc(OCC(=O)N2CCC3(CC2)OCCO3)c2ccccc21
→ 4%	-9%	3%
> OCCNCCc1c[nH]c2ccc(OCc3ccccc3)cc12
→ -27%	?	·
> COc1ccc(-n2nc(C(=O)NCC(=O)N3CCC4(CC3)OCCO4)c3ccccc3c2=O)cc1Cl
→ -11%	?	5%
> O=C(Nc1ccc(Cl)c(C(F)(F)F)c1)NC1CC2CCCC(C1)N2Cc1ccccc1 (stereo unspecified)
→ 18µM*	13µM*	5%
> COc1ccc(-n2c(=S)[nH]c3ccc(C)cc3c2=O)cc1
→ -5%	-4%	·
> CC(C)c1onc(C(=O)N2CCC3(CC2)OCCO3)c1[N+](=O)[O-]
→ -5%	21%	3%
> CN1CCN(c2ccc(C(N)=O)cc2[N+](=O)[O-])CC1
→ -12%	0%	0%
> COc1cc(OC)c(OC)cc1CNCCc1ccc2c(c1)OCO2
→ ?	?	·
> COC(=O)C1=C(c2cccc(OCc3ccccc3)c2)C[C@@H]2CC[C@H]1N2C(=O)NCc1ccc(Br)cc1
→ ?	?	0%
> C#CC1(O)CCC2C3CCC4=C/C(=N/OCC(=O)NCC(=O)NC(C(=O)O)C(C)C)CC[C@]4(C)C3CC[C@@]21C (stereo partly specified)
→ -12%	-1%	·
> Nc1cc(C(=O)Nc2ccc(Cl)cc2)ccc1N1CC2CC(C1)c1cccc(=O)n1C2 (stereo unspecified)
→ 21µM*	10µM*	5%
> CCOC(=O)[C@]12Cc3cc(C)ccc3[C@H]1N(Cc1ccccc1)C(=O)c1cc(F)c(F)cc12
→ 21µM*	15µM*	·
> C[C@@H]1COc2cccc(N3CCN(C)CC3)c2S(=O)(=O)N1
→ -3%	-1%	·
> O=C1CN=C(c2ccc(Br)cc2)c2c(sc3c2CCCC3)N1CCN1CCCCC1
→ 10µM*	5.8µM*	3%
> CC1CNCCN1c1ccc(Cl)cc1 (stereo unspecified)
→ -17%	-21%	·
> COC(=O)C1=C(c2ccc(-c3ccccc3)c(F)c2)C[C@@H]2CC[C@H]1N2C(=O)N1CCC(C)CC1
→ 7.3µM*	4.6µM*	0%
> CSc1nc2ccc(C)cc2c(=O)n1-c1cccnc1
→ -18%	-10%	·
> CNC(Cc1c[nH]c2ccccc12)C(=O)O (stereo unspecified)
→ ?	?	-8%[56.1 µM]
> CC1Cc2cc(S(=O)(=O)N(Cc3ccccc3)C(C)C)ccc2N1C(=O)C1CCC1 (stereo unspecified)
→ ?	21µM*	0%
> COc1ccc(-c2nc(SCC(=O)NC(C)CCc3ccccc3)n[nH]2)cc1 (stereo unspecified)
→ 12µM*	12µM*	0%
> CN1C2CCC1C(COC(=O)c1ccccc1)C(O)C2 (stereo unspecified)
→ 20%	-7%	1%

These rows are one share of the data; count on the stated rates, not on these rows.
